hK5 inh = blocks human kallikrein 5 protease activity; recombinant hK5, fluorogenic AMC substrate cleavage; inhibition, % at 5 µM; actives 0.59% (n = 210,000);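 active means inhibition of 40% or more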;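 further: 0% = enzyme controls without compound and 100% = no-enzyme blanks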
Rad51 HR inh = Rad51 (human) homologous recombination inhibition. Q06609. hRad51 DNA strand exchange, fluorescence dequenching. inhibition, % at 10 µM. actives 0.085% (n = 200,000). AID 1385;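 active means inhibition above 40% at the single screening dose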;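 further: 0% = DMSO control wells and 100% = blanks with heterologous ssDNA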
Target sequence (Q06609 whole entry, looked up): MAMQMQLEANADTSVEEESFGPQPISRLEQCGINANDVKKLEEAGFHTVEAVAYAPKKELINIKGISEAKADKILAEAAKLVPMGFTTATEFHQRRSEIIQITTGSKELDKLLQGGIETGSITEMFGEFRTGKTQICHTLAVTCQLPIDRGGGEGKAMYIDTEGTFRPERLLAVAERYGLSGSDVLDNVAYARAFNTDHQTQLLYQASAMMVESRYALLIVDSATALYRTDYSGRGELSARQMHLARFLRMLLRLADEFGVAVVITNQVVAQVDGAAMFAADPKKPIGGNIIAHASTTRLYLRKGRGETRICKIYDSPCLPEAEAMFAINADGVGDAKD
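Material: human Rad51–ssDNA filaments; Probe or stimulus: labelled 47-mer dsDNA for strand exchange; Doses: single 10 µM dose; Incubation: 37 °C 15-min filament assembly, 30-min compound preincubation, 15-min exchange; Technique: FRET fluorescence dequenching, excitation 485 nm, emission 520 nm; Measure: Fluorescence-based percent inhibition, control- and blank-normalised; Benchmarks: plate control and blank wells.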
eIF4E 4G PPI = inhibitors of eIF4E and eIF4G interaction in translation initiation; actives 0.37% (n = 220,000); TR-FRET eIF4E-eIF4GI(517-606) binding, 2 h; inhibition, % at 21.7 µM; AID 782; P63073+Q04637;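 active means inhibition above about 30%, limit read from the data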;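 further: 0% = full FRET control wells and 100% = background wells lacking eIF4GI fragment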
Wee1 degr inh = blocks degradation of human Wee1 kinase | P30291 | HeLa Luc-Wee1K328M stability, luciferase luminescence; 100% = proteasome inhibitor MG132 effect | reporter increase, % at 5 µM | actives 1.2% (n = 220,000) | AID 1321;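 active means activation above the mean of all tested compounds plus 3 SD, set per screening run, cut at about 8.8% in these data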;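 further: cells exposed to compound for 20 h before luminescence read; 0% = DMSO alone and 100% = MG132 at 30 µM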
14-3-3 Bad inh = disrupts binding of bovine 14-3-3 zeta to phospho-Bad peptide. P63103. TR-FRET 14-3-3zeta/Dy647-pBad peptide displacement, 1 h. inhibition, % at 21.7 µM. actives 0.71% (n = 220,000);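 active means inhibition above about 70%, limit read from the data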;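 further: 0% = full 14-3-3 plus peptide FRET controls and 100% = background without 14-3-3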
FXIIa inh = factor XIIa (human) inhibition | P00748 | purified FXIIa, Boc-QGR-AMC fluorogenic substrate, 2 h | actives 0.3% (n = 220,000) | inhibition, % at 5 µM; in the data active means inhibition above about 40%;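 further: 0% = enzyme with no compound and 100% = blank without enzyme; many of its hits are not listed in these tables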
MDM2 E3 inh = Mdm2 E3 ligase (human) inhibition; signal enhancement, % at 5 µM; cell-based MDM2 ubiquitination luciferase reporter, 2 h; 0 = plate control, 100 = twice control, blank-subtracted; actives 0.11% (n = 210,000);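 active means signal enhancement of 30% or more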;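 further: luminescence tracks abundance of the self-degrading MDM2-luciferase fusion protein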
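system = mammalian cells stably expressing self-ubiquitinating, self-degrading MDM2 E3–luciferase fusion | quantity = 2000 cells per well seeded | incubation = 4 h cell settling then 2 h compound exposure, 37 °C | signal = SteadyLite luminescence, 15 min reagent step | benchmarks = plate control and blank wells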
FXIa inh = inhibitors of human coagulation factor XIa; purified FXIa, Boc-Glu-Ala-Arg-AMC fluorogenic substrate; actives 0.14% (n = 220,000); P03951; inhibition, % at 5 µM;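 active means inhibition of at least 40%; inactive means inhibition below 40%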;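 further: fluorescence of freed AMC excited at 355 nm; 0% = enzyme without compound and 100% = no enzyme blank; many of its hits are not listed in these tables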
p97 ATPase inh = human p97 ATPase inhibition. P55072. recombinant p97 ATPase, Kinase-Glo ATP luminescence, 3 h. inhibition, % at 8 µM. actives 0.42% (n = 220,000). AID 1481; in the data active means inhibition above about 15%;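 further: 0% = DMSO vehicle and 100% = wells lacking enzyme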
Target sequence (P55072 whole entry, looked up): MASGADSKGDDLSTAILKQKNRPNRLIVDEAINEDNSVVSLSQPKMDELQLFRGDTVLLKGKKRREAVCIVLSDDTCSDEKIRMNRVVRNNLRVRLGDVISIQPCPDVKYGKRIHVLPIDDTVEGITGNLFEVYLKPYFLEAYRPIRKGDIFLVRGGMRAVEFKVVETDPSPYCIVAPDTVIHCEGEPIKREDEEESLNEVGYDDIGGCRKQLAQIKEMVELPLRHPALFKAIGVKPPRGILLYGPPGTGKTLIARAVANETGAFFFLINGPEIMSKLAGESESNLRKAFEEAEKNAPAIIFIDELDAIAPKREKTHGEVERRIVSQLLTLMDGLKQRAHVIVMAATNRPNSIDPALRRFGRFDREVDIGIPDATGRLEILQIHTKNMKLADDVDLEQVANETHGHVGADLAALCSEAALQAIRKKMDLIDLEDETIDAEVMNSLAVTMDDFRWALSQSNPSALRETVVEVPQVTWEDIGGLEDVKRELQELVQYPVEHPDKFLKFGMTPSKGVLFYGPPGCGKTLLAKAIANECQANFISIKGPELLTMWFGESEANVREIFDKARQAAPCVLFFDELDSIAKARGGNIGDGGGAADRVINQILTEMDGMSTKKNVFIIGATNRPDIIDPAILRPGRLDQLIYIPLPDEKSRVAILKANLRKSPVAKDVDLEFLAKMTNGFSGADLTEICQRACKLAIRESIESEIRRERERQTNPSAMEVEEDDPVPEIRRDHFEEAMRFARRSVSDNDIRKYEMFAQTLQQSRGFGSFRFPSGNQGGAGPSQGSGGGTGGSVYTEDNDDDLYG
* marks the source's active call; other numbers are inactive results; · = no result given; [ ] = remark or other dose. This is a random part of the collection; overall some 3.5% were active at least once.

entry	molecule	hK5 inh	Rad51 HR inh	eIF4E 4G PPI	Wee1 degr inh	14-3-3 Bad inh
1	Cc1ccccc1Cn1c(=O)sc2ccccc2c1=O	7	-6	6	-2	-10
2	CC(=O)C1=C(C)NC(C)=C(C(C)=O)C1c1ccccc1	2	·	-5	-2	-5
3	Cc1cc(OCC(O)CN2C(C)CCCC2C)ccc1C(C)C (configuration not stated)	-23	4	-10	2	-8
4	O=C(Cc1coc(-c2ccc(F)cc2)n1)NCc1ccccc1	1	-2	2	2	-2
5	CCc1nn(CC(=O)NCCN2CCN(C)CC2)c(=O)c2cc3occc3n12	-5	-6	-1	-1	-6
6	COc1ccc2c(=O)c(-c3ccc4c(c3)OCO4)coc2c1	-10	-1	-1	0	3
7	CCC1CCCCN1C(=O)CCc1nnc(C2CCCCC2)o1 (configuration not stated)	1	-4	0	0	-5
8	Clc1ccc(SCc2nc3ccccc3[nH]2)cc1	-16	5	-3	-2	0

entry	FXIIa inh	MDM2 E3 inh	FXIa inh	p97 ATPase inh
1	12	5	2	4
2	5	-11	0	6
3	-4	-6	-6	-2
4	5	-18	-6	1
5	26	-21	21	-1
6	15	·	6	6
7	4	-10	-6	2
8	9	-15	-4	3

Carrying on.
entry	molecule	hK5 inh	Rad51 HR inh	eIF4E 4G PPI	Wee1 degr inh	14-3-3 Bad inh
9	O=S(=O)(NCc1cccs1)NCc1ccccc1F	-4	-6	-2	-2	1
10	Cn1nc(C(=O)NCc2ccc(F)cc2)c2ccccc2c1=O	-5	-1	-4	3	0
11	CCc1nc2ccccc2nc1N1CCN(S(=O)(=O)c2c(C)cc(Cl)cc2C)CC1	-2	0	5	6	-4
12	N#Cc1c(NC(=O)C2CC=CCC2C(=O)O)sc2c1CCCCCC2 (configuration not stated)	-1	9	-1[fluorescence artefact?]	-3	-9[fluorescence artefact?]
13	COc1ccc(C(=O)Nc2cccc(/C(C)=N/NC(=O)c3ccc([N+](=O)[O-])cc3)c2)cc1OC	0	-1	-13	-3	2
14	CC(C)CC(NC(=O)C1CCCCC1)C(=O)NCc1ccccn1 (configuration not stated)	-15	-2	0	2	-4
15	CCOC(=O)c1c(NC(=O)c2ccccc2)sc2c(O)c(CN(CC)CC)ccc12	6	-2	0	-2	10[fluorescence artefact?]
16	CC(=O)N1C(C)(C)CC(=NOS(=O)(=O)c2ccccc2)CC1(C)C	-12	-5	-1	0	-3

entry	FXIIa inh	MDM2 E3 inh	FXIa inh	p97 ATPase inh
9	4	14	-5	0
10	3	-7	4	6
11	5	-3	-1	-15
12	13	-10	3	2
13	4	-13	7	4
14	11	2	-3	3
15	16	-17	-2	7
16	1	-9	-4	1

Further results follow.
entry	molecule	hK5 inh	Rad51 HR inh	eIF4E 4G PPI	Wee1 degr inh	14-3-3 Bad inh
17	Cc1nc(-c2ccccc2)sc1-c1nc(-c2ccncc2)ncc1S(=O)(=O)c1ccccc1	-1	·	-69[fluorescence artefact?]	2	-30[fluorescence artefact?]
18	CCCn1nnc(NC(=O)COc2ccc(CC)cc2)n1	-1	1	-1	-1	-2
19	COc1ccc(CC(=O)N2N=C(C)CC2(O)C(F)(F)F)cc1OC (configuration not stated)	-302	7	2	2	-8
20	CC(C)(C)OC(=O)NCCCC(CCCNC(=O)OC(C)(C)C)C(=O)O	3	9	-7	-1	-3
21	Nc1nonc1N/N=C\c1ccccc1	3	·	-5	-2	-7
22	O=C(CSc1nc(Cc2ccccc2)nc2ccccc12)Nc1nc2c(s1)CCCC2	-12	-2	-31	-2	-15
23	COc1ccc(-c2nnn(CC(=O)N(CCN3CCOCC3)C(C(=O)NC3CCCCC3)c3ccco3)n2)cc1 (configuration not stated)	3	0	0	-1	-6
24	COc1cccc(OC)c1C(=O)Nc1nc(COc2ccccc2)cs1	14	10	-1	-2	-6

entry	FXIIa inh	MDM2 E3 inh	FXIa inh	p97 ATPase inh
17	13	9	9	-5
18	20	4	10	5
19	3	1	-2	0
20	0	-15	-5	-2
21	7	-12	2	6
22	10	-11	-7	-3
23	5	4	-1	1
24	6	-13	0	-10

Next results.
entry	molecule	hK5 inh	Rad51 HR inh	eIF4E 4G PPI	Wee1 degr inh	14-3-3 Bad inh
25	CCCCN(c1ccc(C(=O)OC)cc1)S(=O)(=O)c1ccccc1	-7	13	-2	-3	-3
26	CCOC(=O)Cc1csc(SCC(=O)NC(C)C23CC4CC(CC(C4)C2)C3)n1 (configuration not stated)	-20	1	6	1	-4
27	Cc1nc(C(=O)N(C)C)nn1-c1cc(Cl)cc(Cl)c1	0	4	-1	1	-20
28	CCOC(=O)c1cc2n(c1/N=C/N(C)C)-c1ccccc1C2=O	-14	-126	0[fluorescence artefact?]	3	-16[fluorescence artefact?]
29	COC(=O)c1ccc(NC(=O)CCN2CCN(CCC(=O)Nc3ccc(C(=O)OC)cc3)CC2)cc1	-5	9	-2	1	-15
30	CN(C)S(=O)(=O)c1ccc(NC(=O)c2ccc(Br)o2)cc1	-10	·	-3	-1	2
31	CC(C)Cc1cc(C(=O)NCCc2ccccc2)no1	6	3	0	0	-9[fluorescence artefact?]
32	COC(=O)C1=C(C)NC(=O)NC1c1ccc(OCC(=O)N2CCCCC2)cc1 (configuration not stated)	3	-4	3	3	0

entry	FXIIa inh	MDM2 E3 inh	FXIa inh	p97 ATPase inh
25	0	-13	-2	-1
26	5	-11	2	-2
27	2	0	3	4
28	28	-12	11	3
29	7	-35	3	-1
30	6	-16	-11	-1
31	18	-34	12	2
32	15	3	4	-5

10 consecutive entries from above:
entry	molecule	hK5 inh	Rad51 HR inh	eIF4E 4G PPI	Wee1 degr inh	14-3-3 Bad inh
20	CC(C)(C)OC(=O)NCCCC(CCCNC(=O)OC(C)(C)C)C(=O)O	3	9	-7	-1	-3
21	Nc1nonc1N/N=C\c1ccccc1	3	·	-5	-2	-7
22	O=C(CSc1nc(Cc2ccccc2)nc2ccccc12)Nc1nc2c(s1)CCCC2	-12	-2	-31	-2	-15
23	COc1ccc(-c2nnn(CC(=O)N(CCN3CCOCC3)C(C(=O)NC3CCCCC3)c3ccco3)n2)cc1 (configuration not stated)	3	0	0	-1	-6
24	COc1cccc(OC)c1C(=O)Nc1nc(COc2ccccc2)cs1	14	10	-1	-2	-6
25	CCCCN(c1ccc(C(=O)OC)cc1)S(=O)(=O)c1ccccc1	-7	13	-2	-3	-3
26	CCOC(=O)Cc1csc(SCC(=O)NC(C)C23CC4CC(CC(C4)C2)C3)n1 (configuration not stated)	-20	1	6	1	-4
27	Cc1nc(C(=O)N(C)C)nn1-c1cc(Cl)cc(Cl)c1	0	4	-1	1	-20
28	CCOC(=O)c1cc2n(c1/N=C/N(C)C)-c1ccccc1C2=O	-14	-126	0[fluorescence artefact?]	3	-16[fluorescence artefact?]
29	COC(=O)c1ccc(NC(=O)CCN2CCN(CCC(=O)Nc3ccc(C(=O)OC)cc3)CC2)cc1	-5	9	-2	1	-15

entry	FXIIa inh	MDM2 E3 inh	FXIa inh	p97 ATPase inh
20	0	-15	-5	-2
21	7	-12	2	6
22	10	-11	-7	-3
23	5	4	-1	1
24	6	-13	0	-10
25	0	-13	-2	-1
26	5	-11	2	-2
27	2	0	3	4
28	28	-12	11	3
29	7	-35	3	-1

Later entries:
entry	molecule	hK5 inh	Rad51 HR inh	eIF4E 4G PPI	Wee1 degr inh	14-3-3 Bad inh
33	N#CC1=C(N)n2c(s/c(=C\c3ccco3)c2=O)=C(C#N)C1c1ccco1 (configuration not stated)	-2	1	-5	-3	-3
34	O=C(c1ccco1)N1CCN(Cc2nnnn2CCc2ccccc2)CC1	-1	14	-2[fluorescence artefact?]	-4	40[fluorescence artefact?]
35	O=[N+]([O-])c1ccc(S(=O)(=O)N(CCCN2CCOCC2)Cc2cccs2)cc1	-17	-7	-6	4	7
36	COC(=O)C1=CN(C2CC2)C=C(C(=O)OC)C1c1ccc(C(F)(F)F)cc1	-5	4	0	0	-7
37	CCN(CC)S(=O)(=O)c1ccc(NC(=O)C2CCCO2)cc1 (configuration not stated)	0	1	3	1	3
38	CC1CN(C(=O)c2cc3c(s2)CCC3)CC(C)O1 (configuration not stated)	-3	2	-1	-2	11[fluorescence artefact?]
39	Cc1ccc(NC(=O)CSc2nc(N)cc(N)n2)cc1S(=O)(=O)N1CCOCC1	0	·	1	-3	-4
40	Cc1ccc(C(=O)c2cc([N+](=O)[O-])ccc2N2CCOCC2)cc1	-7	·	3[fluorescence artefact?]	-1	21[fluorescence artefact?]

entry	FXIIa inh	MDM2 E3 inh	FXIa inh	p97 ATPase inh
33	2	-10	-1	4
34	-7	-10	-4	-11
35	-3	-19	-3	-2
36	-6	-20	-12	1
37	17	-15	10	-4
38	6	-19	0	4
39	7	-21	3	11
40	-2	5	-9	-5

Following part
entry	molecule	hK5 inh	Rad51 HR inh	eIF4E 4G PPI	Wee1 degr inh	14-3-3 Bad inh
41	CC(=O)Nc1cccc(C(=O)/C=C/c2ccc(C)cc2)c1	61*	-14	-1	2	3
42	Cc1ccc(-n2c(SCC(=O)N3CCCc4ccccc43)nnc2-c2cccnc2)c(C)c1	-9	·	-6[fluorescence artefact?]	-2	-4[fluorescence artefact?]
43	CC1CC1c1ccc(/C=C(\C#N)C(=O)Nc2ccc(Cl)cc2)o1 (configuration not stated)	-2	0	-5	3	-2
44	COc1cccc(NC(=O)C2CCCN2C(=O)Nc2ccccc2F)c1 (configuration not stated)	-6	4	-11	-2	-8
45	COc1cc(OC)nc(/N=C/N(C)C)n1	1	-213	2	33*	-2
46	Cc1[nH]c2ccccc2c1/C=N/Nc1nc2ccccc2[nH]1	-13	-1	10	4	-14
47	O=S(=O)(Cc1ccccc1)N1CCN(C2Cc3ccccc3C2)CC1	-5	-5	-8	-3	-2[fluorescence artefact?]
48	O=C(O)CSCC(=O)Nc1ccc(-c2nc3ccccc3s2)cc1	-5	-3	0	5	9

entry	FXIIa inh	MDM2 E3 inh	FXIa inh	p97 ATPase inh
41	32	-14	10	-4
42	8	0	6	0
43	14	8	4	4
44	19	-3	3	1
45	6	-8	1	6
46	1	0	-5	12
47	1	·	-4	3
48	2	-44	-2	2

(more compounds)
entry	molecule	hK5 inh	Rad51 HR inh	eIF4E 4G PPI	Wee1 degr inh	14-3-3 Bad inh
49	COc1cc([N+](=O)[O-])cc(/C=N/NC(=O)c2ccc(NC(=O)c3ccc(C)cc3)cc2)c1O	-34	7	7	5	-16
50	CC/C(=N\NC(N)=O)c1ccc(OC(F)F)cc1	-1	·	1	2	-5
51	CCn1ccnc1CN(C)Cc1cn(C)nc1-c1ccccc1F	-2	-6	-3	1	0
52	Cc1ccc2cc3cc(C(=O)NCCCN4CCc5ccccc5C4)oc3nc2c1	-86	-9	2[fluorescence artefact?]	-1	-9
53	Cc1ccc(C(=O)NCC(=O)N2CCN(c3ncccn3)CC2)s1	-15	1	-7	3	8
54	COc1cccc(C2CN(c3ccc(F)cc3F)N=C2c2cccs2)c1OC (configuration not stated)	-65	·	3[fluorescence artefact?]	1	10
55	CC(=O)Nc1cccc(NC(=O)C(=O)c2cn(CC(=O)N3CCCCC3)c3ccccc23)c1	-6	-6	0	4	0
56	O=C(Nc1ccc(Cl)c(Cl)c1)OCc1cccnc1	6	-1	4	0	1

entry	FXIIa inh	MDM2 E3 inh	FXIa inh	p97 ATPase inh
49	7	-6	-2	1
50	7	4	-2	-3
51	6	-7	-4	2
52	6	-10	5	0
53	1	-30	-6	1
54	-51	·	-2	-9
55	12	-15	-6	0
56	2	3	3	-1

High-throughput results (PubChem BioAssay)
